# MCL1 BIM primary – MCL1-BIM-BH3 interaction inhibition (human); Q07820; GST-MCL1 / FITC-Bim-BH3 fluorescence polarization; inhibition, % at 10.9 µM; 320,000 tested, 0.68% active;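 active means inhibition above the mean inhibition of all tested compounds plus 3 SD, set per campaign, cut at about 40% in these data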;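 further: 0% = DMSO wells and 100% = unlabeled Bim-BH3 peptide control; higher means more loss of mP so more displacement of Bim peptide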
# Target sequence (Q07820 whole entry, looked up): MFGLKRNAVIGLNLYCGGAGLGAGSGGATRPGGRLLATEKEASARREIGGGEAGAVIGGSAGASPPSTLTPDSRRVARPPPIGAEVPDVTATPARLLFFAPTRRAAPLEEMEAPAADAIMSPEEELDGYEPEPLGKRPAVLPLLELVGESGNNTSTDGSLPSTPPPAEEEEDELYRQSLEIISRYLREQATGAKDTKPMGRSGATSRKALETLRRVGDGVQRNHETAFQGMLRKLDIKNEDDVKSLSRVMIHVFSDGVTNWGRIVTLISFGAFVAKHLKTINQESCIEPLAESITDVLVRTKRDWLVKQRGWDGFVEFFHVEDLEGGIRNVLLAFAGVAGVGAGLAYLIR
# CIT2-GFP yeast – modulators of TOR pathway CIT2-GFP in S. cerevisiae | S. cerevisiae CIT2-GFP strain, flow cytometry, 3 h; 100 means same as DMSO wells | 320,000 tested, 0.065% active | AID 2029 | GFP response vs DMSO, % at 10 µM;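 active means GFP response relative to DMSO above a set limit, near the screen mean plus 3 SD, cut at about 150% in these data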;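 further: ratio of well median GFP fluorescence to mean of DMSO wells on the plate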
# BCLXL inh – inhibitors of human Bcl-xL. AID 2129. inhibition, % at 10.9 µM. Q07817. GST-Bcl-xL / FITC-Bim BH3 peptide fluorescence polarization. 320,000 tested, 0.7% active;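 active means inhibition above the mean of all tested compounds plus 3 SD, cutoff set per campaign, cut at about 30% in these data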;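 further: 0% = DMSO wells and 100% = unlabeled Bim-BH3 peptide competitor; inhibitors lower millipolarization by displacing the labeled peptide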
# Fam108B inh – Fam108B inhibition, counter-screen for RBBP9 inhibitors; 300,000 tested, 0.33% active; AID 1947; inhibition, % at 9.51 µM; recombinant Fam108B, FP-Rh probe fluorescence polarization;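 active means inhibition above the screen mean inhibition plus 3 SD, computed separately per campaign, cut at about 18% in these data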;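 further: inhibitors lower polarization as less probe binds the enzyme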
# GLD-1 TGE inh – GLD-1-TGE RNA interaction inhibition (C. elegans) | 320,000 tested, 0.44% active | purified GLD-1 + fluorescein TGE RNA, fluorescence polarization | inhibition, % at 5.96 µM;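 active means percent inhibition above a per-plate cutoff, the plate mean of test compounds plus 3 SD, cut at about 30% in these data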;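 further: 0% = DMSO wells with GLD-1 and probe and 100% = wells lacking GLD-1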
# GRK2 aptamer HTS – blocks RNA aptamer binding to human GRK2. 330,000 tested, 0.59% active. P25098. AID 488847. bead flow cytometry, FAM-aptamer displacement from GRK2. inhibition of aptamer binding, % at 10 µM;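 active means inhibition of aptamer binding above 40%, roughly 3 SD of noise, on plates passing a quality check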;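 further: median bead fluorescence of bound FAM aptamer so fluorescent compounds give negative values; no value below 0 was filed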
# Target sequence (P25098 whole entry, looked up): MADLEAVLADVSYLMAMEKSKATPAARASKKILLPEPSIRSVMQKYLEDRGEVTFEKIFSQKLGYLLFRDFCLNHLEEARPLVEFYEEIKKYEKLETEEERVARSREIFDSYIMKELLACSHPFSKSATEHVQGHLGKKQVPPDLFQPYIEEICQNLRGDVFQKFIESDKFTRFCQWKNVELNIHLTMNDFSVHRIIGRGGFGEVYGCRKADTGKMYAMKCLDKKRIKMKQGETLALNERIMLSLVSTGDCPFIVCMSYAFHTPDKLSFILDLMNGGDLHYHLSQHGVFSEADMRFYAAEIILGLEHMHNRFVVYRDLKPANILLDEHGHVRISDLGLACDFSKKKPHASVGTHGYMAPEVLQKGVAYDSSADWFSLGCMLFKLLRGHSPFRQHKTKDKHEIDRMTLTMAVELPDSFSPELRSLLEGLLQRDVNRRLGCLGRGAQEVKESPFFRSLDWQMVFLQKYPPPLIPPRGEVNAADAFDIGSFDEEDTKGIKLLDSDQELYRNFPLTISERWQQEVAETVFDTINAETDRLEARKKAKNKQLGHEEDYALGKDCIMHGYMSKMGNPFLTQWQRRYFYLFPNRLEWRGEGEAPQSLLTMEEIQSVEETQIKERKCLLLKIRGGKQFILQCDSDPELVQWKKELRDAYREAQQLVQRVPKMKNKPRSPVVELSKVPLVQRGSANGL
# VLA-4 inh – inhibition in a human VLA-4 binding assay. P13612. VLA-4 expressing cells, ligand binding flow cytometry. inhibition, % (about 7 µM as worked out from the volumes in the protocol). 330,000 tested, 0.2% active; in the data active means inhibition above about 50%
# MEX-5 binding – C. elegans MEX-5 TCR-2 RNA binding activity; 300,000 tested, 0.38% active; activity score (negative = inhibition of binding), % at 10 µM; Q9XUB2; AID 1832; MEX-5/FITC-TCR2 RNA binding, fluorescence polarization; active compounds read low;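 active means inhibition past about -25% in most replicates, and total fluorescence under double the plate's negative control median, limit read from the data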;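 further: 0% = DMSO and -100% = 5 µM competing unlabeled TCR2 RNA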
# AGP1-GFP MLPCN – yeast TOR pathway AGP1-GFP modulation. S. cerevisiae AGP1-GFP multiplex flow cytometry, 3 h; GFP as percent of DMSO wells. 320,000 tested, 0.02% active. AID 2066. GFP response vs DMSO, % at 10 µM;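 active means GFP response relative to DMSO above a set limit, near screen average plus 3 SD, cut at about 150% in these data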;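 further: median GFP channel fluorescence of the gated AGP1 strain per well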
# * marks the source's active call; other numbers are inactive results; / = not tested or not shown.
No.	mol	VLA-4 inh	GLD-1 TGE inh	Fam108B inh	GRK2 aptamer HTS	MCL1 BIM primary	CIT2-GFP yeast	MEX-5 binding	AGP1-GFP MLPCN	BCLXL inh
1	Cc1nc(-c2ccncc2)nc(NCCNc2ccc(C(F)(F)F)cn2)c1Cl	17.7	2.4	0.7	0.0	-3.6	104.6	3.1	102.0	3.1
2	Cc1nnc(NC(=O)CSc2ccc(-c3cccnc3)nn2)s1	8.6	5.9	-3.1	0.0	11.5	99.7	-1.1	106.5	6.8
3	Cc1ccc(NC(=O)CCN2CCN(C)CC2)cc1	8.4	6.2	0.5	1.0	3.5	98.1	-2.6	96.3	4.7
4	CCc1ccc(OCCNc2cc(N3CCNC(C)C3)ccc2[N+](=O)[O-])cc1 (centres undefined)	-1.8	1.0	/	0.0	-28.9	99.2	/	103.2	-18.4
5	O=C1CCCN1CCCNC(=S)Nc1cccc2ccccc12	25.2	3.5	-1.4	2.0	2.6	102.9	1.5	99.4	0.6
6	CC(Oc1ccccc1)C(=O)NC1CCCCCCC1 (centres undefined)	6.2	2.6	-4.8	0.0	5.5	93.0	2.1	87.2	2.1
7	CCCCCc1cc(O)c2c(C)cc(=O)oc2c1	14.4	11.8	3.6	4.0	1.9	96.3	-4.0	98.0	1.2
8	Cc1csc(NC(=O)CSc2nnc(NC(=O)COc3ccccc3)s2)n1	14.6	-0.3	-3.5	0.0	-0.5	97.1	0.4	100.3	1.2
9	CC(=O)Nc1cccc(N)c1	10.9	-4.6	/	0.0	0.8	88.0	/	101.3	3.4
10	O=C(N/N=C\c1ccccn1)c1ccccc1O	-0.5	-6.0	-0.9	0.0	2.4	107.4	-0.3	101.8	2.1
11	O=C(NCc1cccnc1)C1CC(=O)N(CCc2ccccc2)C1 (centres undefined)	-8.5	-5.0	0.5	3.0	1.0	97.0	-0.8	105.2	-0.5
12	COc1cccc(NC(=O)CCC2CCN(C(=O)c3scnc3C)CC2)c1	-4.5	10.5	-6.9	0.0	-0.6	104.5	2.1	91.3	-0.5
13	N#CCc1c(C#N)c(N)nc(N2CCN(Cc3ccc4c(c3)OCO4)CC2)c1C#N	-5.2	-11.1	3.7	0.0	-10.2	103.3	/	102.7	-15.2
14	COC(=O)/C(=N\Nc1ccccc1)Sc1nnc(-c2ccc(OC)cc2)n1C	-0.1	0.8	2.4	0.0	-0.6	93.4	-3.9	97.1	1.6
15	C1CCc2c(nnc3c2-c2nonc2CC3)C1	9.3	6.6	2.4	1.0	-2.9	96.1	2.4	98.5	1.1
16	CCc1nc(NCC2CCCO2)c(C#N)c2c1COC(C)(C)C2 (centres undefined)	-5.8	0.1	0.9	1.0	0.4	104.8	0.7	104.5	-3.5
17	COc1ccc(Br)cc1CN1CCN(S(=O)(=O)Cc2ccccc2)CC1	0.7	9.8	-1.3	9.0	10.0	107.7	0.7	101.7	7.0
18	COc1ccc(CNCc2ccc(C(F)(F)F)cc2)cc1OC	8.2	1.9	3.4	1.0	6.8	106.7	3.0	104.2	1.8
19	C=CCNC(=O)N1CCC(n2nccc2NC(=O)CCc2ccccc2)CC1	-3.6	4.3	-2.3	3.0	0.6	96.0	1.1	94.4	0.4
20	Cc1ccnc(NS(=O)(=O)c2ccc(NC(=O)C3CCCO3)cc2)n1 (centres undefined)	6.4	2.9	3.8	0.0	4.9	91.8	1.2	96.4	-2.0

# Next section; it opens with the 7 that closed the last part.
No.	mol	VLA-4 inh	GLD-1 TGE inh	Fam108B inh	GRK2 aptamer HTS	MCL1 BIM primary	CIT2-GFP yeast	MEX-5 binding	AGP1-GFP MLPCN	BCLXL inh
14	COC(=O)/C(=N\Nc1ccccc1)Sc1nnc(-c2ccc(OC)cc2)n1C	-0.1	0.8	2.4	0.0	-0.6	93.4	-3.9	97.1	1.6
15	C1CCc2c(nnc3c2-c2nonc2CC3)C1	9.3	6.6	2.4	1.0	-2.9	96.1	2.4	98.5	1.1
16	CCc1nc(NCC2CCCO2)c(C#N)c2c1COC(C)(C)C2 (centres undefined)	-5.8	0.1	0.9	1.0	0.4	104.8	0.7	104.5	-3.5
17	COc1ccc(Br)cc1CN1CCN(S(=O)(=O)Cc2ccccc2)CC1	0.7	9.8	-1.3	9.0	10.0	107.7	0.7	101.7	7.0
18	COc1ccc(CNCc2ccc(C(F)(F)F)cc2)cc1OC	8.2	1.9	3.4	1.0	6.8	106.7	3.0	104.2	1.8
19	C=CCNC(=O)N1CCC(n2nccc2NC(=O)CCc2ccccc2)CC1	-3.6	4.3	-2.3	3.0	0.6	96.0	1.1	94.4	0.4
20	Cc1ccnc(NS(=O)(=O)c2ccc(NC(=O)C3CCCO3)cc2)n1 (centres undefined)	6.4	2.9	3.8	0.0	4.9	91.8	1.2	96.4	-2.0
21	N#Cc1cccc(S(=O)(=O)NCc2nnc3ccccn23)c1	37.7	5.8	/	0.0	14.2	99.9	/	103.1	9.2
22	O=C(c1cc(C(=O)N2CCCC2)cc([N+](=O)[O-])c1)N1CCCC1	1.4	1.3	0.6	2.0	-8.2	101.6	-2.5	100.5	-6.8
23	CCSc1ccccc1C(=O)NCCCn1ccnc1	-2.7	-3.0	-1.0	0.0	11.4	94.0	-0.5	103.7	5.9
24	Cc1ccccc1Nc1ncccc1C(=O)N1CCOCC1	0.3	-2.2	0.1	0.0	-1.2	103.0	0.8	104.6	-1.1
25	CCCCCCC(CC(=O)NCc1cccnc1)CC(=O)NCc1cccnc1	19.8	5.2	-0.3	3.0	-6.4	107.6	-0.2	104.0	0.4
26	CCCCCC(=O)NC(=S)NC1C2CC3CC(C2)CC1C3 (centres undefined)	0.2	-2.8	-2.0	0.0	3.2	99.3	-3.0	108.3	4.9
27	COc1ccc(/C=C2\CN(Cc3ccccc3)C/C(=C\c3ccc(OC)cc3)C2=O)cc1	8.0	12.0	-1.5	3.0	9.0	97.9	/	97.3	10.4
28	C=C(C)Cn1c(COc2ccccc2)nnc1SCC(=O)O	14.9	-7.1	-5.6	3.0	2.5	101.6	-0.7	100.7	-0.1
29	Cc1ccccc1S(=O)(=O)Oc1cccc2c(O)cccc12	0.2	4.1	2.1	0.0	11.0	103.8	-0.3	98.5	2.8
30	Cn1c(=O)c2c(nc(Cl)n2Cc2ccncc2)n(C)c1=O	9.6	-3.0	2.4	2.0	-2.5	99.5	0.2	98.3	1.1
31	CCC(C)NC(=O)c1cccc(C)c1 (centres undefined)	8.6	2.1	-0.9	0.0	-0.2	88.5	-0.2	97.4	-2.3
32	CCOc1ccc(CCNC(=O)COC(=O)COc2ccc(C(C)=O)cc2)cc1OCC	-5.4	2.6	-3.8	0.0	-4.1	90.4	2.8	92.4	-0.1
33	Cc1ccc(OCCNC(=O)c2cc(C(=O)NCCOc3ccc(C)cc3)cc([N+](=O)[O-])c2)cc1	17.0	2.0	1.9	3.0	-0.7	95.4	-0.6	100.5	-0.2
34	CCO[C@H]1OC(C(=O)N2CCN(C)CC2)=C[C@@H](C(C)(C)C)[C@@H]1CCCO	4.4	8.1	0.0	2.0	1.5	66.6	0.5	81.5	3.1
35	Cc1cccc(OCCCC(=O)Nc2ccc(Br)cc2)c1	9.5	6.4	-4.2	2.0	-3.6	83.3	-0.7	92.4	-0.4
36	CN(CCCCCCCCC(=O)/C=N/O)Cc1ccccc1	-7.9	1.9	11.4	0.0	3.4	93.5	-0.6	103.9	-0.9
37	COc1ccc(N2CCN(C(=O)CCS(=O)(=O)c3cccc4nsnc34)CC2)cc1	22.0	6.9	6.6	2.0	12.9	102.3	-1.1	104.9	6.2
38	CCCN(CC(=O)Nc1ccccc1OC)C(=O)c1ccccn1	4.1	6.7	/	0.0	/	96.2	/	101.9	/
39	Cc1ccc(C2=N/C(=C\c3c(C)nn(-c4ccccc4)c3N3CCCC3)C(=O)O2)cc1	-2.9	-1.5	1.5	4.0	1.4	93.7	-9.3	101.6	-4.4
40	CCOc1ccc(CCNC(=O)CSc2nc3ncc(Cl)cc3[nH]2)cc1OCC	-12.0	1.8	-5.9	1.0	-9.8	87.1	3.4	81.8	-6.5
41	O=C(NCCNC(=O)C(c1ccccc1)c1ccccc1)c1ccco1	18.2	6.5	-2.6	0.0	4.3	97.1	0.8	98.2	6.1
42	CCCCc1nnc(NC(=O)COc2ccc3c(C)cc(=O)oc3c2)s1	1.7	-1.6	-0.1	0.0	-2.6	107.0	0.2	111.8	-0.8
43	CC(=O)c1cccc(Nc2cc(C)nc3c(C)cccc23)c1	20.6	-2.8	-0.8	0.0	0.8	101.8	2.7	105.3	1.0
44	CC12CCC(C(=O)N/N=C/c3ccc(O)cc3)(OC1=O)C2(C)C (centres undefined)	0.0	6.1	7.0	0.0	1.4	98.3	-6.1	104.3	-1.3
45	CCOC(=O)NC(=O)COC(=O)c1cccc2ccccc12	-2.1	-6.7	-6.8	1.0	-0.3	83.8	2.1	86.5	0.5
46	N#CC1=C(N)SC(N)=C(C#N)C1c1ccc(C(F)(F)F)cc1	17.7	-3.9	0.2	5.0	-16.0	100.1	-0.4	102.9	-4.9
47	O=C(CCCn1c(=S)[nH]c2cc3c(cc2c1=O)OCO3)NCc1cccc(Cl)c1	11.2	3.9	-2.3	1.0	-3.9	95.3	-0.8	18.5	-2.6
48	O=C1CCN(Cc2ccccc2)C=C1c1cccc(O)c1	-7.8	5.0	/	2.0	/	93.8	/	93.3	/
49	O=C(NCc1ccc2c(c1)OCO2)c1cnc2ccccn2c1=O	5.8	-3.8	-1.8	1.0	11.1	103.7	-0.9	103.8	2.6
50	Cc1ccc(NC2c3ccccc3C(=O)N2c2cccnc2)cc1 (centres undefined)	9.0	-1.4	2.1	0.0	8.0	92.5	-0.3	104.4	2.4
51	O=C(c1ccc(Cl)cc1)C(CN1CCCC1)c1ccccc1 (centres undefined)	24.9	-1.4	2.2	0.0	-4.7	93.6	1.7	93.6	0.3
52	Cc1ccn2c(NC(=O)c3ccccc3)c(-c3ccccc3)nc2c1	6.3	-5.3	-1.4	0.0	-4.3	100.8	-1.3	96.3	0.8
53	COc1ccc(C(=O)Nc2cc(C)on2)cc1[N+](=O)[O-]	16.9	-0.5	2.5	0.0	-3.6	92.1	-0.9	99.2	3.3

# Structures from the list above with bromine (2):
No.	mol	VLA-4 inh	GLD-1 TGE inh	Fam108B inh	GRK2 aptamer HTS	MCL1 BIM primary	CIT2-GFP yeast	MEX-5 binding	AGP1-GFP MLPCN	BCLXL inh
17	COc1ccc(Br)cc1CN1CCN(S(=O)(=O)Cc2ccccc2)CC1	0.7	9.8	-1.3	9.0	10.0	107.7	0.7	101.7	7.0
35	Cc1cccc(OCCCC(=O)Nc2ccc(Br)cc2)c1	9.5	6.4	-4.2	2.0	-3.6	83.3	-0.7	92.4	-0.4

# Bioassay records deposited in PubChem by several laboratories.
